Bioassay records: PubChem, several laboratories
APP 5'UTR act: activators of APP 5'UTR luciferase reporter, primary screen, SH-SY5Y cells | activation, % at 2 µM | AID 1276, 2008 | 1% of 190,000 active | SH-SY5Y APP 5'UTR luciferase reporter, luminescence; zero percent = DMSO vehicle wells;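 active = activation above a set limit, based on mean plus 3 SD of controls, cut at about 140% in these data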; note: values of inactives mirror those of a sister screen read the other way
NF-kB expr up: activators of NF-kB expression in neurons, primary screen, cell-based, HTS | 1.6% of 190,000 active | human neuronal cells, NF-kB reporter expression; active compounds read high | fold change at 12.5 µM; in the data active = fold change above about 3.3
Diaphorase act: compounds boosting diaphorase resazurin reduction – biochemical, uHTS, resorufin fluorescence, counter-screen for diaphorase-coupled primary assays, primary screen. Diaphorase/resazurin coupled assay, 16 min; active compounds read high; 1 = vehicle wells, 0 = NADH-free wells. activation factor at 20 µM. 0.005% of 190,000 active;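 active = diaphorase activity raised at least twofold by the compound at 20 µM; inactive = activation factor below 2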
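Material: Clostridium kluyveri diaphorase, purified enzyme; Quantity: enzyme 0.07 U/mL final; Medium: HEPES pH 7.4 buffer with MgCl2 and Tween 20; Dosing: single compound dose of 20 µM, 1% DMSO final; Schedule: 16 min reaction at room temperature; Measured by: red resorufin fluorescence at 544/590 nm excitation/emission.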
APP transl inh: inhibitors of APP translation via 5'UTR reporter, primary screen, APP 5'UTR luciferase, SH-SY5Y cells | 0.82% of 190,000 active | SH-SY5Y APP 5'UTR-luciferase reporter, luminescence | inhibition, % at 2 µM;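 active = inhibition above a set limit, derived from the sample mean plus 3 SD, cut at about 45% in these data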; note: values of inactives mirror those of a sister screen read the other way
TLR4 MyD88 comp: inhibitors of TLR4-MyD88 association in cells, primary screen, cell-based, HeLa CL3-4, BLA complementation, FRET ratio; Toll-like receptor 4 (Homo sapiens) + Myeloid differentiation primary response protein …; HeLa CL3-4 TLR4/MyD88 BLA complementation; inhibition, % at 8.4 µM; 0.18% of 200,000 active; in the data active = inhibition above about 25%;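 note: 0% = vehicle and 100% = reference inhibitor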
Target sequence (O00206 whole entry, looked up): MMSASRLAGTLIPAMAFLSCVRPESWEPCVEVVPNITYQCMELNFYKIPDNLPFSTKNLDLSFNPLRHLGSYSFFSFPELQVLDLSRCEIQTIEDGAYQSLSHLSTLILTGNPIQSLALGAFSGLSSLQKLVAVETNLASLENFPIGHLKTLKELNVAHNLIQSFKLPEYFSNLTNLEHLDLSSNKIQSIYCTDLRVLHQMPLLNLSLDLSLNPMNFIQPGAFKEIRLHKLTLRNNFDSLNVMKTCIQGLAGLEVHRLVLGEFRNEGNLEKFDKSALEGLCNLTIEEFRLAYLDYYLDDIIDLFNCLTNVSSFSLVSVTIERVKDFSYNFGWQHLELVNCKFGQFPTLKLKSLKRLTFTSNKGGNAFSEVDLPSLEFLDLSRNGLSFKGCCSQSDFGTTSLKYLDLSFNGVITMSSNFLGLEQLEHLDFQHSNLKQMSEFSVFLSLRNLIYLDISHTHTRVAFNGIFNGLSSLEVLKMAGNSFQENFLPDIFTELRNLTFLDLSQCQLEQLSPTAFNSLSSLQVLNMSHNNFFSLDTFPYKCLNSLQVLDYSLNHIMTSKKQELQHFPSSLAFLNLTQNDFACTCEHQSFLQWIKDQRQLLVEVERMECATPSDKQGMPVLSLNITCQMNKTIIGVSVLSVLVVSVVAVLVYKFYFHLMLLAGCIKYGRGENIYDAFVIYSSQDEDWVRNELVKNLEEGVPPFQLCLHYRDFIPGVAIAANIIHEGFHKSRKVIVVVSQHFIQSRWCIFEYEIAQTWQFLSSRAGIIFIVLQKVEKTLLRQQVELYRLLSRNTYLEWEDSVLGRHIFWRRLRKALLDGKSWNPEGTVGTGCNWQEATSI
Target sequence (Q99836 whole entry, looked up): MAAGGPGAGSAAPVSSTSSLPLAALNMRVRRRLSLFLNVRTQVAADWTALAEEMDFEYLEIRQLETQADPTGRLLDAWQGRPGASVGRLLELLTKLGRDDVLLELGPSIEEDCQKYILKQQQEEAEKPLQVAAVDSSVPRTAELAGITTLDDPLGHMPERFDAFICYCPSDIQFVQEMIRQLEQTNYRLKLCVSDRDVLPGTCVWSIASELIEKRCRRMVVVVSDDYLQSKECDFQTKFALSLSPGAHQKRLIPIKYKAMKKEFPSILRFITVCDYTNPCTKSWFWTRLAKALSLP
FLuc inh counter: firefly luciferase enzyme inhibitors, primary screen, artefact control for luciferase-based inhibitor screens, biochemical, luminescence, ATPLite | Luciferin 4-monooxygenase (Photinus pyralis), P08659 | 10 min | inhibition, % at 10 µM | 1.5% of 200,000 active | AID 1006, 2008;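 active = inhibition above about 50% when tested at 10 µM, limit read from the data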
STAT1 activator: STAT1 signaling activators, primary screen, cell-based, HTS, luciferase reporter; NIH 3T3 STAT1-luciferase reporter, IFN-gamma, luminescence; 100% = IFN-gamma alone, no compound; activation (% of control), % at 5.5 µM; 2.6% of 200,000 active;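 active = activation above the screen-wide mean activation plus 3 SD, cut at about 130% in these data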;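 note: raw ratio to IFN-gamma control signal so 100% means no change and 0% no light; values of inactives mirror those of a sister screen read the other way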
G6PDH CS: L. mesenteroides G6PDH inhibitors, counter-screen for G6PDH-coupled screening assays, biochemical, Leuconostoc mesenteroides enzyme; Purified L. mesenteroides G6PDH, diaphorase/resazurin coupled fluorescence, 45 min; inhibition, % at 5 µM; 0.12% of 200,000 active; AID 1020, 2008; in the data active = inhibition above about 50%
Diaphorase inh: diaphorase inhibitors and chemical oxidizers, primary screen, counter-screen for diaphorase-coupled primary assays, biochemical, uHTS, resorufin fluorescence. diaphorase resazurin-to-resorufin fluorescence, NADH, 16 min; bacterial (C. kluyveri) enzyme, not human. inhibition, % at 20 µM. 0.69% of 190,000 active. AID 1217, 2008;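 active = primary screen inhibition at 20 µM above a set limit, cut at about 50% in these data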;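 note: plate controls were DMSO with full reaction for no effect and wells lacking NADH for full effect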
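Detection: fluorescence of resorufin formed from resazurin, Ex 544/Em 590 nm; test system: Clostridium kluyveri diaphorase enzyme; amount: 0.14 U/mL diaphorase, enzyme working solution; times: 16-min room-temperature incubation before reading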
FLuc act counter: FLuc activators, initial screening, artefact control for FLuc-dependent activation tests, biochemical, ATPlite luminescence; Luciferin 4-monooxygenase (Photinus pyralis), P08659; AID 1027, 2008; 200,000 tested, under 10 active; activation factor at 10 µM; ATPlite luciferase biochemical, 10 min; 0 = ATP-free wells, 1 = DMSO control;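 active = luciferase activation factor, scaled between plate controls, of at least 2 with compound at 10 µM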
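assay system = Luciferase/luciferin detection reagent, cell-free biochemical luciferase assay | also added = ATP substrate | times = 10 min post-reagent at room temperature | measured by = luminescence from luciferase reaction | measure = luciferase activation, seen as luminescence increase over controls | benchmarks = low control with PBS replacing ATP, high control enzyme plus ATP without compound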
Starred values were filed as active, the others as inactive.

Screening O=S(=O)(N/N=C/c1ccc(Cl)cc1)c1ccc(Cc2ncc(C(F)(F)F)cc2Cl)s1 returned APP 5'UTR act 9, NF-kB expr up 1.2, Diaphorase act 0.7, APP transl inh -9, TLR4 MyD88 comp -6, FLuc inh counter -4, STAT1 activator 102, G6PDH CS 5, Diaphorase inh 32 and FLuc act counter 1.
For Cc1ccc(NC(=S)Nc2c(C)n(C)n(-c3ccccc3)c2=O)cc1 the results were APP 5'UTR act 2, NF-kB expr up 1.2, Diaphorase act 1, APP transl inh -2, TLR4 MyD88 comp -25, FLuc inh counter -1, STAT1 activator 98, G6PDH CS 12, Diaphorase inh 5 and FLuc act counter 1.
For Cn1cc(/C=C2\SC(=S)N(NC(=O)c3ccccc3Cl)C2=O)c2ccccc21 the results were APP 5'UTR act 23, NF-kB expr up 1.3, Diaphorase act 0.8, APP transl inh -23, TLR4 MyD88 comp -14, FLuc inh counter 4, STAT1 activator 102, G6PDH CS 2, Diaphorase inh 16 and FLuc act counter 1.
Screening C/C(=C\C(=O)c1ccccc1)Nc1cccc(O)c1 returned APP 5'UTR act 33, NF-kB expr up 1.1, Diaphorase act 0.9, APP transl inh -33, TLR4 MyD88 comp -12, FLuc inh counter 44, STAT1 activator 109, G6PDH CS 6, Diaphorase inh 11 and FLuc act counter 0.6.
`CCOCCCNC(=O)C(NC(=O)c1ccccc1O)c1ccc(C)cc1` (stereo unspecified) gave APP 5'UTR act -2, NF-kB expr up 0.97, Diaphorase act 1, APP transl inh 2, TLR4 MyD88 comp 8, FLuc inh counter -1, STAT1 activator 100, G6PDH CS -1, Diaphorase inh 0 and FLuc act counter 1.
Screening CCOP(=O)(c1ccc(N(C)C)cc1)C(O)c1ccccc1OC (stereo unspecified) returned APP 5'UTR act 14, NF-kB expr up 1.2, Diaphorase act 0.9, APP transl inh -14, TLR4 MyD88 comp -4, FLuc inh counter -1, STAT1 activator 112, G6PDH CS 4, Diaphorase inh 7 and FLuc act counter 1.
Screening C(=N\n1cnnc1)/c1ccc(N2CCOCC2)s1 returned APP 5'UTR act 0, NF-kB expr up 1, Diaphorase act 0.9, APP transl inh 0, TLR4 MyD88 comp 1, FLuc inh counter -2, STAT1 activator 104, G6PDH CS 8, Diaphorase inh 8 and FLuc act counter 1.
Screening CCOC(=O)c1nn(-c2ccccc2)c2nc(-c3ccc(OC)cc3)c(C#N)c(=O)n12 returned APP 5'UTR act -7, NF-kB expr up 1.1, Diaphorase act 0.9, APP transl inh 7, TLR4 MyD88 comp -3, FLuc inh counter -8, STAT1 activator 100, G6PDH CS 8, Diaphorase inh 8 and FLuc act counter 1.1.
`Cc1cccc(C)c1N(Cc1ccccc1F)S(C)(=O)=O` gave APP 5'UTR act -2, Diaphorase act 1.1, APP transl inh 2, TLR4 MyD88 comp 6, FLuc inh counter -3, STAT1 activator 89, G6PDH CS -2, Diaphorase inh -5 and FLuc act counter 1.
`COc1ccc(Nc2nc3ccccc3nc2NS(=O)(=O)c2cccs2)cc1` gave APP 5'UTR act -8, NF-kB expr up 0.78, Diaphorase act 0.8, APP transl inh 8, TLR4 MyD88 comp -9, FLuc inh counter -7, STAT1 activator 88, G6PDH CS 3, Diaphorase inh 20 and FLuc act counter 1.1.
Screening Cn1c(Sc2ccc(C(F)(F)F)cc2[N+](=O)[O-])nnc1-c1ccccc1 returned APP 5'UTR act -4, NF-kB expr up 1.1, Diaphorase act 0.9, APP transl inh 4, TLR4 MyD88 comp 4, FLuc inh counter -9, STAT1 activator 103, G6PDH CS 5, Diaphorase inh 7 and FLuc act counter 1.1.
`Cc1nc2ccccc2c(=O)n1CCCn1ccnc1` gave APP 5'UTR act 10, NF-kB expr up 1, Diaphorase act 1, APP transl inh -10, TLR4 MyD88 comp 4, FLuc inh counter -8, STAT1 activator 98, G6PDH CS -10, Diaphorase inh 5 and FLuc act counter 1.1.
Screening CC1CCc2c(sc(NS(=O)(=O)c3ccccc3)c2C(=O)OC(C)C)C1 (stereo unspecified) returned APP 5'UTR act -21, NF-kB expr up 1.1, Diaphorase act 0.8, APP transl inh 21, TLR4 MyD88 comp 7, FLuc inh counter -6, STAT1 activator 95, G6PDH CS 6, Diaphorase inh 21 and FLuc act counter 1.1.
`O=C(Nc1ccccc1)N(Cc1ccccc1)Cc1ccccc1` gave APP 5'UTR act -1, NF-kB expr up 1.2, Diaphorase act 0.9, APP transl inh 1, TLR4 MyD88 comp 0, FLuc inh counter -6, STAT1 activator 101, G6PDH CS -1, Diaphorase inh 10 and FLuc act counter 1.1.
For O=C(/C=C/c1ccccc1)NC(=S)Nc1cccnc1 the results were APP 5'UTR act 12, NF-kB expr up 1, Diaphorase act 1, APP transl inh -12, TLR4 MyD88 comp 11, FLuc inh counter 2, STAT1 activator 91, G6PDH CS 2, Diaphorase inh -1 and FLuc act counter 1.
Screening COc1ccccc1N1CCN(C(=O)C(C)N(c2ccc(C)c(C)c2)S(C)(=O)=O)CC1 (stereo unspecified) returned APP 5'UTR act 16, NF-kB expr up 0.73, Diaphorase act 0.8, APP transl inh -16, TLR4 MyD88 comp 3, FLuc inh counter -6, STAT1 activator 96, G6PDH CS 2, Diaphorase inh 16 and FLuc act counter 1.1.
`COc1ccc(/C(C)=N/N=C2/NC(=O)CC(C(=O)O)S2)cc1` (stereo unspecified) gave APP 5'UTR act 4, NF-kB expr up 1.2, Diaphorase act 0.9, APP transl inh -4, TLR4 MyD88 comp 13, FLuc inh counter -6, STAT1 activator 110, G6PDH CS 3, Diaphorase inh 7 and FLuc act counter 1.1.
For O=C(CSCc1ccc(Cl)cc1)NCC1CCCO1 (stereo unspecified) the results were APP 5'UTR act 6, NF-kB expr up 1.6, Diaphorase act 0.8, APP transl inh -6, TLR4 MyD88 comp 6, FLuc inh counter -8, STAT1 activator 105, G6PDH CS 6, Diaphorase inh 16 and FLuc act counter 1.1.
`Cc1ccc(SCc2cc(-c3ccc(Cl)cc3)no2)cc1` gave NF-kB expr up 1.2, Diaphorase act 0.9, TLR4 MyD88 comp 6, FLuc inh counter 0, STAT1 activator 102, G6PDH CS 11, Diaphorase inh 9 and FLuc act counter 1.
CC(=NCCc1c(C)[nH]c2ccc(OCc3ccccc3)cc12)C1=C(O)CC(c2ccccc2)CC1=O (stereo unspecified) was read as APP 5'UTR act 22, NF-kB expr up 0.73, Diaphorase act 0.8, APP transl inh -22, TLR4 MyD88 comp -11, FLuc inh counter -6, STAT1 activator 104, G6PDH CS -3, Diaphorase inh 22 and FLuc act counter 1.1.
COCCn1c(C)nnc1SCC(=O)Nc1ccccc1[N+](=O)[O-] was read as APP 5'UTR act 24, NF-kB expr up 1.2, Diaphorase act 0.9, APP transl inh -24, TLR4 MyD88 comp 4, FLuc inh counter -6, STAT1 activator 95, G6PDH CS 1, Diaphorase inh 12 and FLuc act counter 1.1.
`COc1cc2nc(=S)n(CCCN3CCOCC3)c(N)c2cc1OC` gave APP 5'UTR act -4, NF-kB expr up 1.1, Diaphorase act 0.8, APP transl inh 4, TLR4 MyD88 comp 3, FLuc inh counter 0, STAT1 activator 101, G6PDH CS 3, Diaphorase inh 21 and FLuc act counter 1.
For Nc1nc(NCC2CCCO2)nc(NCC2CCCO2)c1[N+](=O)[O-] (stereo unspecified) the results were APP 5'UTR act 22, NF-kB expr up 0.93, Diaphorase act 0.9, APP transl inh -22, TLR4 MyD88 comp -3, FLuc inh counter -7, STAT1 activator 100, G6PDH CS 11, Diaphorase inh 11 and FLuc act counter 1.1.
CC1=NN(C(=O)Cc2ccc(C)cc2)C(O)(c2cccnc2)C1 (stereo unspecified) was read as APP 5'UTR act -17, NF-kB expr up 0.92, Diaphorase act 0.9, APP transl inh 17, TLR4 MyD88 comp -8, FLuc inh counter -6, STAT1 activator 101, G6PDH CS -2, Diaphorase inh 15 and FLuc act counter 1.1.
Screening CC(C)(C)OC(=O)N1CC(O)CC1C(=O)OCC(=O)c1ccc(Cl)cc1 (stereo unspecified) returned APP 5'UTR act 15, NF-kB expr up 0.92, Diaphorase act 0.8, APP transl inh -15, TLR4 MyD88 comp 5, FLuc inh counter -5, STAT1 activator 98, G6PDH CS 4, Diaphorase inh 17 and FLuc act counter 1.
`CCCCCCCCCCOC(=O)c1csc2nnsc12` gave APP 5'UTR act 9, NF-kB expr up 1.3, Diaphorase act 0.8, APP transl inh -10, TLR4 MyD88 comp -2, FLuc inh counter -5, STAT1 activator 100, G6PDH CS 6, Diaphorase inh 16 and FLuc act counter 1.1.
`O=C(NCC1CCCO1)c1cc(S(=O)(=O)Nc2ccc(Br)cc2)ccc1Cl` (stereo unspecified) gave APP 5'UTR act 29, NF-kB expr up 1, Diaphorase act 0.9, APP transl inh -28, TLR4 MyD88 comp -7, FLuc inh counter -8, STAT1 activator 94, G6PDH CS 0, Diaphorase inh 15 and FLuc act counter 1.1.

4 entries out of the list, ordered by formula weight, falling:
Screening CC(C)(C)OC(=O)N1CC(O)CC1C(=O)OCC(=O)c1ccc(Cl)cc1 (stereo unspecified) returned APP 5'UTR act 15, NF-kB expr up 0.92, Diaphorase act 0.8, APP transl inh -15, TLR4 MyD88 comp 5, FLuc inh counter -5, STAT1 activator 98, G6PDH CS 4, Diaphorase inh 17 and FLuc act counter 1.
`COc1cc2nc(=S)n(CCCN3CCOCC3)c(N)c2cc1OC` gave APP 5'UTR act -4, NF-kB expr up 1.1, Diaphorase act 0.8, APP transl inh 4, TLR4 MyD88 comp 3, FLuc inh counter 0, STAT1 activator 101, G6PDH CS 3, Diaphorase inh 21 and FLuc act counter 1.
COCCn1c(C)nnc1SCC(=O)Nc1ccccc1[N+](=O)[O-] was read as APP 5'UTR act 24, NF-kB expr up 1.2, Diaphorase act 0.9, APP transl inh -24, TLR4 MyD88 comp 4, FLuc inh counter -6, STAT1 activator 95, G6PDH CS 1, Diaphorase inh 12 and FLuc act counter 1.1.
For Nc1nc(NCC2CCCO2)nc(NCC2CCCO2)c1[N+](=O)[O-] (stereo unspecified) the results were APP 5'UTR act 22, NF-kB expr up 0.93, Diaphorase act 0.9, APP transl inh -22, TLR4 MyD88 comp -3, FLuc inh counter -7, STAT1 activator 100, G6PDH CS 11, Diaphorase inh 11 and FLuc act counter 1.1.
